Mdm2 MdmX PPI: inhibitors of human Mdm2-MdmX association, primary screen, cell-based, luminescence, split luciferase, SaOS-2, uHTS; Protein Mdm4 (Homo sapiens) + E3 ubiquitin-protein ligase Mdm2 (Homo sapiens), …; SaOS-2 split-luciferase Mdm2/MdmX complementation; actives 3% (n = 330,000); AID 485346, 2010; inhibition, % at 8 µM;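 active = inhibition of at least 50% at 8 µM in the primary screen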
Target sequence (O15151 whole entry, looked up): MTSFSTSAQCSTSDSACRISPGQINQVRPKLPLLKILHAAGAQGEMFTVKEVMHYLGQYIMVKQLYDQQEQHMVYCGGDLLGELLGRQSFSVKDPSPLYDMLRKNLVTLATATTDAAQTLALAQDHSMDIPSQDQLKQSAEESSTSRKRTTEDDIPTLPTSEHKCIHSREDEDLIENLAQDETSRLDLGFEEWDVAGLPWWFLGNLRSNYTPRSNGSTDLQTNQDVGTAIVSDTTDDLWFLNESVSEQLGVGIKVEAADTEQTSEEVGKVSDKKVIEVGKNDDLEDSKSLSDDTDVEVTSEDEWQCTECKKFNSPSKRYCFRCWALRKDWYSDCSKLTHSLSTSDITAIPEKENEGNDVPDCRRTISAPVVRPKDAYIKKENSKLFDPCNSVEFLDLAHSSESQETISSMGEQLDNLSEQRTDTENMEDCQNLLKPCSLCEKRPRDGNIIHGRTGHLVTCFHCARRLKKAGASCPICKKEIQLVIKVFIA
Target sequence (Q00987 whole entry, looked up): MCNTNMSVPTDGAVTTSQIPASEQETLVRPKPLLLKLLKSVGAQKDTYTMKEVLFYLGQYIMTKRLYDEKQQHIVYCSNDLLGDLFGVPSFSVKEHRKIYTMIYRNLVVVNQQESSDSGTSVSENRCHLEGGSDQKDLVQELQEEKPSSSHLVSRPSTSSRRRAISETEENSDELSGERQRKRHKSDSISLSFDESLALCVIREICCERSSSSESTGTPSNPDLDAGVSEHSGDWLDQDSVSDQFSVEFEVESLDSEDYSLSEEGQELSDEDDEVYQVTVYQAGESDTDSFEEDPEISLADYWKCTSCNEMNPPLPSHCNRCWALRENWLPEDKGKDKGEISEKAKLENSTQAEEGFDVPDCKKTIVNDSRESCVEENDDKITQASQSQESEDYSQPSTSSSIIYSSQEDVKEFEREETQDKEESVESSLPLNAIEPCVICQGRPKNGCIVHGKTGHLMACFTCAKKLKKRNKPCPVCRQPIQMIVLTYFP
tim10-1 inh: growth inhibitors of tim10-1 mutant yeast, primary screen, luminescence, uHTS. S. cerevisiae tim10-1 ts strain growth, BacTiter-Glo, 24 h. actives 2.2% (n = 330,000). inhibition, % at 20 µM;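 active = inhibition of at least 40%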;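 note: mutant grown at 25 °C; 0% = DMSO wells with yeast and 100% = wells holding no yeast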
UPR CHOP act: activators of apoptotic CHOP UPR arm, primary screen, cell-based, CHO-CHOP luciferase reporter, luminescence, uHTS; UPR activation; percent of tunicamycin response over DMSO baseline; activation, % at 10 µM; actives 0.34% (n = 330,000); AID 449763, 2010;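 active = at 10 µM dose, activation of 40% or more, normalized to positive control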;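 note: 100% = tunicamycin at 10 µg/mL and 0% = DMSO alone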
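Test system: CHO-CHOP cells, stable luciferase reporter of PERK-eIF2a-CHOP signalling | Quantity: 500 CHO-CHOP cells per well | Buffer or medium: F12 plus 10% serum | Compound dosing: 10 µM single point, 0.5% DMSO | Schedule: 6 h compound treatment, 37 °C | Signal: Luciferase luminescence | Control set: Tunicamycin high control, DMSO low control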
tim23-1 inh: growth inhibitors of tim23-1 mutant yeast, primary screen, luminescence, uHTS | S. cerevisiae tim23-1 growth, BacTiter-Glo luminescence, 24 h | AID 463212, 2010 | actives 1.3% (n = 330,000) | inhibition, % at 20 µM;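 active = growth inhibition of the mutant yeast at or above 50%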;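 note: temperature-sensitive mutant grown at 25 °C; plate controls were DMSO-treated mutant yeast for no effect and medium wells lacking yeast for full effect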
Jurkat NFkB inh: inhibitors of induced NF-kB luciferase reporter, primary screen, TCR NF-kB activation inhibitor project, cell-based, luminescence, uHTS; Jurkat, PMA/ionomycin-induced NF-kB luciferase reporter; inhibition, % at 4 µM; actives 0.53% (n = 330,000); in the data active = inhibition above about 50%
XBP1 UPR activ: activators of adaptive XBP1 UPR arm, primary screen, cell-based, CHO-XBP1 luciferase reporter, luminescence, uHTS. actives 0.33% (n = 330,000). IRE1-XBP1 UPR activation; percent of tunicamycin response, DMSO as zero. AID 463104, 2010. activation, % at 20 µM;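 active = versus positive control, 20 µM dose yields 30% or more activation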;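 note: 100% = tunicamycin at 10 µg/mL and 0% = DMSO only wells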
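Material: CHO-XBP1 cells stably carrying IRE1-XBP1-driven luciferase reporter | Medium: F12 with 10% serum | Compound dosing: 20 µM single concentration, DMSO 1% | Incubation: Overnight seeding at 37 °C, 6 h compound treatment at 37 °C | Detection: Steady-Glo luminescence read | Read-out basis: % activation of reporter signal versus tunicamycin and DMSO controls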
697 NFkB inh: inhibitors of PMA/ionomycin-induced NF-kB reporter, 697 cells, primary screen, B-cell NF-kB inhibitor project, cell-based, luminescence, uHTS. actives 0.33% (n = 330,000). inhibition, % at 4 µM. 697 B-cell NF-kB luciferase reporter, 16 h; in the data active = inhibition above about 35%
TIM10 inh: growth inhibitors of isogenic TIM10 control yeast, primary screen, counter-screen for tim10-1 yeast inhibitor project, luminescence, uHTS | S. cerevisiae TIM10 strain growth, BacTiter-Glo luminescence, 24 h | inhibition, % at 10 µM | actives 1.4% (n = 330,000);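 active = inhibition of 40% or more at the single tested concentration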;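 note: wild-type TIM10 isogenic control strain grown at permissive 25 °C; 0% = DMSO yeast wells and 100% = minimal medium wells without yeast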
Active calls of the source: *; . = no result given.

SMILES	Mdm2 MdmX PPI	tim10-1 inh	UPR CHOP act	tim23-1 inh	Jurkat NFkB inh	XBP1 UPR activ	697 NFkB inh	TIM10 inh
CCN(CC)S(=O)(=O)c1ccc(NC(=O)COC(=O)CCc2cc(OC)c(OC)c(OC)c2)cc1	5	7	0.8	5	3	-4	16	12
Cc1ccc(S(=O)(=O)NC(N)=NCCc2ccccc2)cc1C	-13	17	1.0	5	-2	0	-37	-7
O=C(NCc1nc2ncc(Br)cc2[nH]1)c1ccccc1	-1	-8	0.9	2	-3	-3	10	7
O=c1cc(N2CCC(Cc3ccccc3)CC2)[nH]c(=O)n1C1CCCCC1	27	-3	-0.8	-6	8	4	-20	-10
Cc1csc(=O)n1CC(=O)OCc1cccc2ccccc12	-20	30	1.1	21	-18	3	-25	13
COc1ccc(CNS(=O)(=O)NCc2ccc(OC)c(OC)c2)cc1OC	9	-7	-1.1	8	0	0	-3	0
Cc1ccc(NC(=O)CSc2nnc(-c3ccccn3)n2C)cc1	5	6	-0.8	14	-3	0	8	-1
O=C(COc1ccccc1)N1CCN(S(=O)(=O)c2cccs2)CC1	-7	2	0.4	25	2	2	18	-4
Cc1oc(-c2cccc(Cl)c2)nc1CS(=O)(=O)CC(=O)NCc1ccco1	31	19	1.1	18	-1	0	-12	6
Cc1ccc(-n2c(N)c(C(=O)Nc3ccccc3F)sc2=S)cc1C	-24	9	0.2	5	18	3	20	-8
CCCc1nc(NCc2ccccc2)c(C#N)c2c1CCCC2	28	34	-1.9	0	-7	-1	2	6
CCCCn1c(N)c(N(CC)C(=O)CSc2nnc(-c3ccco3)n2CC)c(=O)[nH]c1=O	7	6	-1.9	-10	5	2	12	-2
COCCCNC(=O)C(=O)NC1CCCCC1C (stereo unspecified)	11	0	-0.2	-1	5	1	5	8
Cc1cccc(C(=O)c2cccc(C)c2)c1	0	-7	0.2	-6	0	1	2	-23
COc1cc(-c2nnc(COc3ccc4ccccc4c3)o2)cc(OC)c1OC	-14	28	-1.1	18	1	1	4	33

Reprinted from the part before: 5 compounds; new compounds follow.
SMILES	Mdm2 MdmX PPI	tim10-1 inh	UPR CHOP act	tim23-1 inh	Jurkat NFkB inh	XBP1 UPR activ	697 NFkB inh	TIM10 inh
CCCc1nc(NCc2ccccc2)c(C#N)c2c1CCCC2	28	34	-1.9	0	-7	-1	2	6
CCCCn1c(N)c(N(CC)C(=O)CSc2nnc(-c3ccco3)n2CC)c(=O)[nH]c1=O	7	6	-1.9	-10	5	2	12	-2
COCCCNC(=O)C(=O)NC1CCCCC1C (stereo unspecified)	11	0	-0.2	-1	5	1	5	8
Cc1cccc(C(=O)c2cccc(C)c2)c1	0	-7	0.2	-6	0	1	2	-23
COc1cc(-c2nnc(COc3ccc4ccccc4c3)o2)cc(OC)c1OC	-14	28	-1.1	18	1	1	4	33
C=CCNC(=O)c1c(-c2c(F)cccc2Cl)noc1C	-12	6	-0.8	9	-36	0	-22	-6
NC(=S)N/N=C/c1ccc(-c2ccccc2)o1	5	13	2.9	11	3	0	12	27
COCCN1Cc2cccc(C(=O)Nc3c(C)cc(C)cc3C)c2C1=O	-22	35	1.3	18	-21	0	-4	2
O=C(CSc1nc2ccsc2c(=O)n1CC1CCC(C(=O)O)CC1)c1ccc(Cl)cc1 (stereo unspecified)	-7	22	-0.7	22	-12	-6	16	20
O=C(CCNc1cc(Cl)cc(Cl)c1)c1cccs1	5	46*	0.8	42	-9	0	5	35
OCC1OC(n2cnc3c(NC4CCCC4)ncnc32)C(O)C1O (stereo unspecified)	24	-1	-0.1	-12	-2	-4	20	6
COc1ccc(C(=O)NCc2ccncc2)cc1S(=O)(=O)NCc1ccc(Cl)cc1	-7	-3	0.1	-4	13	-1	7	-1
O=C(O)COc1ccc(/C=C/c2nc(-c3ccccc3O)n[nH]2)cc1	6	8	-0.9	0	-8	-2	9	5
CCCNS(=O)(=O)c1ccc(OCC(=O)Nc2ccc3c(c2)OCO3)cc1	0	8	1.1	6	-22	-2	-37	0
CCn1c(COc2ccccc2C(N)=O)nc2ccccc21	16	2	-1.6	12	-6	0	17	-12
NC(=O)c1sc(=S)n(-c2ccc(Br)cc2)c1N	33	2	5.4	-9	-15	-2	-13	5
Cc1cc(=O)[nH]c2ccc(Cl)cc12	15	-2	2.0	3	-1	1	4	8
COc1ccc(C(=O)NC2=C(C#N)CCC2)cc1OC	0	8	0.1	11	-7	-2	0	16
O=C(Nc1ccc2c(c1)OCCO2)c1cc(-c2ccccn2)nc2ccc(Br)cc12	74*	8	0.7	-25	-8	3	12	-6
O=C(Cn1nnc(-c2ccc(NC(=O)c3ccccc3F)cc2)n1)NCc1ccc(F)cc1	26	1	0.6	-6	-19	1	-5	-16
O=C1C2C(c3ccccc3)C=CC(c3ccccc3)C2C(=O)N1c1cccnc1 (stereo unspecified)	-2	13	-0.2	44	12	-4	-6	18
COc1ccc(CNC(=O)c2ccc3c(=O)n(-c4ccccc4)c(=O)[nH]c3c2)cc1	40	-5	1.2	-18	5	-1	0	-17
COC(=O)c1ccc(C2C(C#N)=C(N)Oc3cc(C)n(C)c(=O)c32)cc1 (stereo unspecified)	10	15	-1.2	11	17	0	10	2
Cc1ccc(NC(=O)CS(=O)CC(=O)N(CC(=O)NC(C)(C)C)c2cccc(C)c2C)cc1 (stereo unspecified)	10	15	1.2	2	5	-4	10	-17
CCOc1cc(C2NC(=O)c3ccccc3O2)ccc1OC (stereo unspecified)	4	9	0.9	10	0	-1	14	22
Cn1cc([N+](=O)[O-])c(C(=O)NCC(=O)O)n1	-4	6	-1.4	-9	12	0	10	7
COC(=O)[C@H](C)NC(=O)/C=C/c1ccc(OC)cc1	-10	4	0.0	-8	1	2	2	7
O=C1SC(SCc2ccccc2)=N/C1=C\c1ccc(C(=O)O)cc1	-3	7	-1.1	21	1	6	14	22
O=C(Nc1cccc(-c2csc(Nc3ccccc3)n2)c1)c1ccccc1	-8	33	5.9	54*	-57	3	-94	48*
CN(C(=O)C1CCN(S(=O)(=O)c2ccccc2)CC1)c1c(N)n(Cc2ccccc2)c(=O)[nH]c1=O	19	3	-0.6	-2	3	-1	20	-1
CN(Cc1ccco1)c1ncnc2ccc(-c3ccoc3)cc12	18	15	-0.5	19	-1	-3	-44	-4
COC(=O)C1(Cc2cc(-c3ccc(Cl)cc3)no2)CCN(C(=O)OC(C)(C)C)CC1	8	54*	-1.2	28	-10	-1	2	44*
Cc1ccc(/C=N/NC(=O)CN2CCN(Cc3ccccc3)CC2)o1	23	-18	1.4	-8	0	-3	12	-3
CC(C)CC(=O)NC(=S)Nc1ccc(CN2CCOCC2)cc1	21	-3	0.1	20	4	2	-41	15
O=C(NCc1ccccc1)c1ccc(Cl)cc1[N+](=O)[O-]	3	28	0.5	11	-9	-1	-16	11
Cc1ccc(C)c(N2CCN(C(=O)CN(C)S(=O)(=O)c3ccc4c(c3)CCC(=O)N4)CC2)c1	-22	4	0.3	14	9	-3	-2	1
C/C(=N\Nc1ncc(Cl)cc1Cl)c1ccc(S(=O)(=O)NCc2ccco2)cc1	-25	22	4.0	18	-34	6	-62	37
CN1C(=O)N(C)C2CC1N(C)C(=O)N2C	1	3	1.5	15	-8	-2	20	0
Cc1nnc(NC(=O)C2CCCN2C(=O)Nc2ccccc2)s1 (stereo unspecified)	-4	9	1.0	8	-13	2	-9	-22
O=C(COc1ccc(-n2ccnc2)cc1)Nc1cccc(F)c1	20	8	0.8	-5	-2	6	13	0
NC(=O)N1CC(O)CC1C(=O)Nc1ccc(Cl)c(Cl)c1 (stereo unspecified)	18	-7	-1.8	4	13	2	-3	-5
Cn1cc(P(=O)(N2CCOCC2)N2CCOCC2)cc1P(=S)(N1CCOCC1)N1CCOCC1	4	-9	-0.8	0	-8	-7	-4	-9
Cc1nn(C)cc1CNC(=O)Nc1ccc(Cl)c(Cl)c1	-28	26	3.9	2	-54	0	-77	4
COC(=O)c1ccc(NC(=O)CSc2nnc(Cc3cccn3C)n2-c2ccc(F)cc2)cc1	-3	10	-0.3	13	-11	-4	-5	7
CCCNC(=O)CN1C(=O)COc2ccc(S(=O)(=O)N3CC(C)CC(C)C3)cc21 (stereo unspecified)	12	-1	0.1	-10	7	-7	6	5
CSc1nc(-c2ccccc2)nc2c1COC(C)(C)C2	34	8	-1.3	-7	0	-1	-13	-1
COc1cc(/C=N/NC(=O)c2cc(-c3ccccc3)sc2N)cc(OC)c1OC	22	17	3.9	20	-20	10	-29	21
CN(C)S(=O)(=O)n1ccnc1	7	6	0.7	20	-1	-4	18	-13
CCCN1C(=O)c2ccccc2NC1c1ccc(OC)cc1OC (stereo unspecified)	-25	9	-0.4	13	-9	-3	-23	-9
Cc1ccc(-c2c(NC(=O)c3ccco3)oc3ccccc3c2=O)cc1	21	35	0.3	35	-8	-4	9	12
CC1CC(C)CN(C(=O)CSc2ccsc2[N+](=O)[O-])C1 (stereo unspecified)	-8	32	-1.5	19	0	0	-14	18
O=C(NNC(=S)Nc1ccc(Br)cc1)c1cccnc1	-8	18	6.4	14	-9	-2	-12	13
CCOc1ccc(CCNS(=O)(=O)c2ccc3c(c2)NC(=O)CC(=O)N3)cc1OCC	19	6	0.1	-8	5	0	20	-6
CC(C)(C)C(=O)/C(C#N)=C/c1ccc(O)cc1	0	9	-0.5	24	10	-2	14	-1
CC1CC(OC(=O)C2CCN(S(=O)(=O)c3ccc(F)cc3)CC2)C(=O)O1 (stereo unspecified)	27	13	1.5	12	8	-3	8	-3
COc1ccc(CNC(=O)C[C@H]2C[C@H](C(=O)N3CCOCC3)[C@@]3(C)c4[nH]c5ccc(Cl)cc5c4CCN3C2=O)cc1OC	17	2	2.0	26	.	2	2	-7
CN1CC=C2C(C#N)=C(N)C(C#N)(C#N)C(c3cccc(Cl)c3Cl)C2C1 (stereo unspecified)	29	20	0.0	5	-15	-3	1	3
Cc1ccc2cn[nH]c2c1[N+](=O)[O-]	-24	1	1.8	5	-7	3	1	-2
O=C(O)Cn1c(=O)c(-c2ccccc2)nc2ccccc21	-19	-1	1.9	-8	-4	-2	-18	-6
Oc1ccc(CNC2CCCCC2)cc1	11	16	-1.2	12	-10	6	3	-4
COc1ccc2c(c1)c1nc3ccccc3nc1n2CC(=O)OC(C)C	58*	18	10	4	5	22	0	-5
CN(C(=O)COC(=O)/C=C/c1ccccc1[N+](=O)[O-])c1ccccc1	-5	33	2.1	23	9	1	5	7
O=C(NC1CC1)C1=C[C@@H](c2coc3ccccc3c2=O)C[C@@H](OCCCCO)O1	6	7	2.4	-2	5	0	-12	-4
CN1C(=O)c2cccc(NCCCN3C(=O)c4ccccc4C3=O)c2C1=O	-38	13	0.8	6	-39	0	-60	-3
Cc1nnc2ccc(-c3cccc(NS(=O)(=O)c4ccccc4Cl)c3)nn12	56*	15	-2.5	4	2	7	32	-5
Cc1cc(C)n2nc(C(=O)N/N=C/c3ccccc3C)nc2n1	2	-27	-0.2	8	-5	-1	8	-20

Rows are unselected; about 6.6% have a hit in one of these screens.
